# High-throughput results (PubChem BioAssay)
# S1P4 agonist = activates the human S1P4 receptor. activation, % at 4.98 µM. O95977. AID 1509. S1P4-expressing cell line, agonist reporter assay. actives 0.35% (n = 220,000); in the data active = activation above about 11%;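 also: 0% = DMSO vehicle and 100% = reference agonist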
# Target sequence (O95977 whole entry, looked up): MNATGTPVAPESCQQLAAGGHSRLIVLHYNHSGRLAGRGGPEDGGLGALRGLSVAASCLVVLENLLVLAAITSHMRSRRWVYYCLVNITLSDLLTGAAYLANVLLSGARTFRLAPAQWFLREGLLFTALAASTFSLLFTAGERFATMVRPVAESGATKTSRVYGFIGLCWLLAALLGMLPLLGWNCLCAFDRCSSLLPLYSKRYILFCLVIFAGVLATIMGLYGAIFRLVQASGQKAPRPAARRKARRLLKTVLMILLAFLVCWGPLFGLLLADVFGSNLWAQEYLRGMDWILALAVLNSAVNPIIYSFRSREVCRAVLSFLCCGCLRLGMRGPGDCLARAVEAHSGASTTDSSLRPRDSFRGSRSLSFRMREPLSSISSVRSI
# PERK inh = blocks human PERK kinase; CHO PERK-DD fusion, SEAP luminescence translation reporter; inhibition, % at 5.6 µM; actives 0.17% (n = 220,000); AID 1416;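 active = inhibition above the mean inhibition of all tested compounds plus 3 SD, set separately per screening campaign, cut at about 2.9% in these data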;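 also: PERK kinase domain activated by AP20187 dimerizer at 100 nM; 0% = DMSO with dimerizer and 100% = rapamycin at 8.4 µM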
# TRPN1 ag = activates the zebrafish TRPN1 channel. HEK293 zebrafish TRPN1-YFP, Fluo-8 calcium fluorescence; 100% = response to 87 µM carbachol. activation, % at 3 µM. actives 0.18% (n = 220,000). AID 1424;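 active = activation above its plate's cutoff, the mean activation of test wells on that plate plus 3 SD, cut at about 19% in these data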;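 also: 0% = DMSO alone and 100% = 87 µM carbachol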
#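 Material: zebrafish TRPN1-YFP in HEK293 cells. Doses: one dose of 3 µM, 0.3% DMSO. Incubation: dye 1 h 37 °C plus 30 min RT. Measured by: intracellular calcium fluorescence with Fluo-8.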
# EP2 modulator = EP2 receptor (human) modulation. P43116. EP2-expressing cells, cAMP HTRF FRET, PGE2 co-stimulation. induction, % at 25 µM. actives 0.83% (n = 260,000);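 active = compounds whose cAMP rise, as percent of the full-agonist control response, exceeds 60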;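 also: rat C6 glioma line stably carrying human EP2 under a CMV promoter; the protocol text gives 20 µM as final concentration; 100% = response of wells given 1 µM PGE2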
# Target sequence (P43116 whole entry, looked up): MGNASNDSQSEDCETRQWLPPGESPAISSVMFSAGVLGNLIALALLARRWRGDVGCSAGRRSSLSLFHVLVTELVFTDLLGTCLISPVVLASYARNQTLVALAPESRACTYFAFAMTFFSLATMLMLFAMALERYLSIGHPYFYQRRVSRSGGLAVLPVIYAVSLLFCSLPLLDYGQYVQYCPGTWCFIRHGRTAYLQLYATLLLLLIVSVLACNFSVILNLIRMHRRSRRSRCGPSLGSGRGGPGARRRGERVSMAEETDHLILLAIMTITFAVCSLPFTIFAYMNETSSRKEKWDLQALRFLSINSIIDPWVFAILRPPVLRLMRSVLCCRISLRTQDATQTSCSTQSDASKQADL
# S1P4 antagonist = antagonists of human S1P4 receptor; O95977; S1P4-expressing cells, antagonist mode, reporter read-out; inhibition, % at 4.98 µM; actives 0.26% (n = 220,000); AID 1510; in the data active = inhibition above about 29%;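 also: 0% = wells stimulated with agonist and 100% = vehicle wells without agonist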
# Ba/F3 V617F tox = loss of viability in JAK2V617F-driven Ba/F3 cells; Ba/F3 EpoR-JAK2V617F viability, ATP luminescence; inhibition, % at 5.6 µM; actives 1.1% (n = 220,000); AID 1446;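 active = inhibition above the campaign mean plus 3 SD over all tested compounds, cut at about 24% in these data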;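 also: cytokine-independent growth of Ba/F3 cells driven by EpoR plus mutant JAK2; 0% = DMSO-treated cells and 100% = JAK inhibitor I control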
# BaF3 parental = counter-screen for JAK2V617F inhibitors: parental Ba/F3 viability inhibitors. actives 1.1% (n = 220,000). inhibition, % at 5.6 µM. CellTiter-Glo ATP luminescence. AID 1486;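 active = inhibition above a per-campaign cutoff, the mean inhibition of all tested compounds plus 3 SD, cut at about 27% in these data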;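 also: 0% = DMSO wells and 100% = JAK Inhibitor I control wells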
# TRPML3 ag = human mucolipin-3 channel agonism; HEK293 TRPML3-YFP, Fluo-8 calcium fluorescence; 100% = the carbachol control signal; AID 1448; Q8TDD5; actives 0.29% (n = 220,000); activation, % at 3 µM;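 active = activation above its plate's cutoff, the mean activation of the plate's test wells plus 3 SD, cut at about 12% in these data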;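 also: 0% = DMSO only wells and 100% = carbachol wells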
#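 Test system: HEK293 cells stably carrying human TRPML3-YFP; Doses: single dose, 3 µM final nominal compound, 0.3% DMSO final; Schedule: dye loading 1 h 37 °C then 30 min ambient, 125 s read; Technique: Fluo-8 calcium fluorescence; Benchmarks: high control carbachol 87 µM, low control DMSO.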
# m-calpain inh = calpain II (pig) inhibition; purified calpain II, fluorogenic peptide substrate, 30 min; inhibition, % at 16 µM; actives 0.37% (n = 220,000); AID 1236;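 active = inhibition above about 50%, limit read from the data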
# Numbers without * were called inactive; i = inactive; & = joins results of further samples.
SMILES,S1P4 agonist,PERK inh,TRPN1 ag,EP2 modulator,S1P4 antagonist,Ba/F3 V617F tox,BaF3 parental,TRPML3 ag,m-calpain inh
Cc1c(C#N)c2ccccc2n1CCOc1ccccc1F,0.7,-0.3,1.4,1.6,-8.0,-2.4,4.5,-0.1,26.2
CCOc1ccc(S(=O)(=O)N(C)c2ccc(OCC(=O)OCc3c(C)noc3C)cc2)cc1,-1.0,0.1,0.2,-20.2,-19.1,1.8,1.6,1.3,16.1
Cc1ccc([N+](=O)[O-])cc1S(=O)(=O)NCc1cccnc1,2.9,1.1,1.2,14.4,-8.6,-1.0,0.7,0.5,-2.0
O=C(NC1CCCC1)C1CCC(CNS(=O)(=O)c2cccs2)CC1 (configuration not stated),0.4,-0.6,0.0,-9.7,-15.2,0.1,1.6,0.7,-6.7
N#Cc1c(-c2cccnc2)c2c([nH]c1=S)CCCC2,1.8,-0.5,-0.2,35.8,-18.2,-1.9,-2.6,-0.2,29.8
O=C(O)CCCNc1ccc([N+](=O)[O-])c(NCCCC(=O)O)n1,-0.8,0.4,0.5,33.8,-1.6,-0.4,2.1,0.9,-12.2
CCn1c(CCNC(=O)c2ccc(OC)cc2)nnc1SCc1ccc(Cl)c(Cl)c1,1.0,-0.5,1.5,-32.5,-2.2,0.8,3.8,0.2,-9.4
O=C(CN1CCCc2ccccc21)NCc1ccccc1Cl,0.6,0.3,-2.3,14.3,-7.0,-0.9,9.0,-1.0,11.1
Cc1ccc(-n2c(C)cc(/C=N/NC(=O)CC3(C)OCCO3)c2C)c(C)c1,1.2,0.4,-1.1,19.1,-16.2,2.4,6.2,0.0,23.9
CCOC(=O)c1cc(CC)sc1N1C(=O)CC(Sc2ccccc2C(=O)O)C1=O (configuration not stated),-0.7,0.9,0.7,22.7,1.4,5.1,8.1,0.4,15.7
O=C(CSc1nnc2ccccn12)Nc1nsc(-c2ccccc2)n1,0.7,-0.1,0.2,1.2,-10.6,1.1,6.3,0.4,-3.5
CCOc1ccccc1/C=N\Nc1cnn(Cc2ccccc2)c(=O)c1Cl,0.8,-0.2,1.7,-19.0,-16.3,0.1,8.1,0.0,-257.8
COc1ccc(NC(=O)C(=O)NCCC2=CCCCC2)c(OC)c1,-1.0,-0.1,1.6,11.2,-4.2,0.1,1.5,0.8,0.4
CCOC(=O)c1ccc2c(c1)[nH]c(=S)n2CC,0.6,0.4,-1.6,8.0&23.5,-15.1,-0.8,4.9,0.0,-13.4
COc1ccc(CNC(=O)c2ccc3c(c2)N(C)C(=O)CS3=O)cc1 (configuration not stated),-2.5,-0.4,0.9,7.0,-4.6,-2.2,4.9,0.2,-8.2
O=C(N/N=C/c1ccco1)c1cc(-c2ccc(Br)s2)[nH]n1,0.2,-0.9,-0.4,-74.8,-11.3,-0.7,-2.0,-0.3,-13.1
COc1cc(CNC2CCCc3ccccc32)cc(OC)c1OC (configuration not stated),-0.8,-0.5,0.2,-23.5,0.1,1.9,12.7,-0.4,24.3
Cc1cccn2cc(-c3ccc(S(=O)(=O)N4CCOCC4)cc3)nc12,-1.0,-0.1,1.4,2.9,1.0,3.0,1.8,0.6,i
CCc1cc(C(=O)OC)c(NC(=O)C2CC(=O)NN2Cc2ccccc2)s1 (configuration not stated),-0.1,-0.9,1.9,63.3*,-10.3,-1.6,9.6,0.3,15.5
Cc1sc(NC(=S)NC(=O)CCc2ccccc2)c(C(N)=O)c1C,1.5,0.9,1.6,-4.2,-6.6,75.4*,75.4*,1.1,10.5
CCSc1nnc(NC(=O)C2CCCN(S(=O)(=O)c3cnc[nH]3)C2)s1 (configuration not stated),0.6,0.9,0.6,21.9,-13.9,-0.2,2.0,0.1,8.3
CCC12OC(=N)C(C#N)(C1C)C(C#N)(C#N)C(c1ccccc1)O2 (configuration not stated),0.9,0.5,1.0,-5.0,-24.8,-0.2,5.1,0.2,-109.2
O=C(O)c1cccc(-c2ccc(/C=N/NC(=O)c3cccnc3)o2)c1,2.8,0.3,0.1,-4.0,-26.5,0.0,28.4*,0.3,-115.6
CC(=O)Nc1ccc(N2C(=O)CC(N3CCN(Cc4ccc5c(c4)OCO5)CC3)C2=O)cc1 (configuration not stated),2.2,0.7,2.4,19.7,-27.1,-2.6,0.1,1.0,15.8
COc1ccc(-n2nc(C(=O)Nc3ccc4c(c3)OCO4)c3ccccc3c2=O)c(OC)c1,-1.6,-0.5,2.3,17.3,-1.6,-2.9,-1.3,1.0,33.5

# 2 entries drawn at random from the list so far:
SMILES,S1P4 agonist,PERK inh,TRPN1 ag,EP2 modulator,S1P4 antagonist,Ba/F3 V617F tox,BaF3 parental,TRPML3 ag,m-calpain inh
CCOC(=O)c1cc(CC)sc1N1C(=O)CC(Sc2ccccc2C(=O)O)C1=O (configuration not stated),-0.7,0.9,0.7,22.7,1.4,5.1,8.1,0.4,15.7
COc1ccc(CNC(=O)c2ccc3c(c2)N(C)C(=O)CS3=O)cc1 (configuration not stated),-2.5,-0.4,0.9,7.0,-4.6,-2.2,4.9,0.2,-8.2

# Following part:
SMILES,S1P4 agonist,PERK inh,TRPN1 ag,EP2 modulator,S1P4 antagonist,Ba/F3 V617F tox,BaF3 parental,TRPML3 ag,m-calpain inh
CCOC(=O)c1cc2sccc2n1CC(=O)Nc1ccc(OC)c(OC)c1,0.5,-0.8,-0.4,13.6&-13.0,-6.1,4.2,5.3,-0.5,-21.2
O=C(CCC(=O)c1cccs1)c1cccs1,2.1,0.8,-0.6,-3.0,-0.3,-0.1,0.1,0.5,17.7
COc1ccc(NC(=S)NCc2cccs2)cc1,1.3,0.5,-0.7,-24.2,5.3,-3.3,-0.3,0.5,6.6
CCCCOc1ccc(C(=O)Nc2ccc(N3CCN(C(C)=O)CC3)cc2)cc1,-1.2,-0.7,0.8,26.6,-6.7,4.4,5.4,1.2,-112.5
CCCCOC(=O)Nc1nnc(/C=C/c2ccc(OC)cc2)s1,0.9,0.5,0.9,9.5,-4.6,-2.1,6.0,-0.1,-198.8
CC(C)n1c(NCc2ccc(N(C)C)cc2)nc2ccccc21,-0.8,-0.4,-1.0,-5.2,9.1,-0.3,5.4,-0.2,-20.5
Cc1cccc2sc(N(CCCN(C)C)C(=O)CCc3ccccc3)nc12,2.1,-0.1,0.6,6.4,-15.3,0.2,5.5,1.8,-3.1
CCCCn1c(SCC(=O)Nc2cc(C)on2)nnc1-c1cccs1,0.5,0.1,-2.2,27.7,-10.2,-8.6,-0.3,0.0,28.9
CCN1CCN(C(=S)NC(C)c2ccccc2)CC1 (configuration not stated),0.9,0.8,1.0,8.9&8.9,9.1,-2.7,3.4,1.8,-3.1
COc1cc(/C=C(\NC(=O)c2ccccc2)C(=O)Nc2cccc(O)c2)c([N+](=O)[O-])cc1OC,-0.8,0.1,0.8,11.3,-18.7,1.2,2.4,-0.3,-18.2
COc1cccc(CNc2ccc(S(=O)(=O)Nc3nccs3)cc2)c1O,-1.4,1.3,1.5,36.1,-0.9,5.5,7.3,0.5,-64.3
O=C(NCCC1=CCCCC1)c1cnc2n(c1=O)CCS2,0.1,0.5,1.4,14.4,-14.1,-1.2,2.8,0.1,-2.3
CN(c1ccccc1C(=O)N1CCN(c2ccccc2)CC1)S(C)(=O)=O,-0.7,0.0,1.6,7.6,1.5,1.4,3.4,1.4,-15.6
Cc1ccc(S(=O)(=O)N2CCCCC2)cc1NC(=O)Cn1cnnn1,0.4,-0.2,1.2,-2.8,-4.2,4.0,-0.1,-0.2,-15.4
COc1ccc(-n2ncc3c(NCCCN4CCOCC4)ncnc32)cc1,-0.5,-0.7,-1.0,16.0,-9.6,-3.0,0.6,0.6,-19.3
CCO[C@H]1OC(C(=O)Nc2ccccc2)=C[C@@H](c2cn(C(C)=O)c3ccccc23)[C@@H]1CCCO,-1.4,0.0,6.6,-33.2,6.6,3.5,-0.5,2.4,-28.6
CC(C)n1c(-c2cccs2)nc2ccccc21,0.8,0.3,-0.2,32.3&3.8,-23.9,-2.4,1.6,0.1,-76.3
O=C(CCN1C(=O)/C(=C\c2ccccc2Cl)SC1=S)N1CCN(c2ccccc2)CC1,0.9,1.9,0.5,-21.3,-15.1,-3.0,-2.6,0.1,14.7
COc1ccc(C(=O)Nc2cc(OCc3ccccc3)c(Cl)cc2Cl)cc1,-3.6,0.8,0.0,27.8,-14.8,0.9,2.0,0.7,-1.1
Cc1cccc(NC(=O)Nc2ccc(C#N)cc2)n1,0.7,1.4,0.7,14.0,-8.1,-5.4,0.0,0.9,-7.8
COc1ccc(CC2(C)OC(c3ccc([N+](=O)[O-])cc3)=NN2C(C)=O)cc1 (configuration not stated),0.0,-1.4,-3.0,-53.0,8.8,-1.8,0.5,-1.7,-6.1
CC(O)/C=C/C1OC(=O)CC1Nc1ccc(C=O)cc1 (configuration not stated),1.3,2.1,0.8,-1.3,-4.8,2.4,-7.0,0.2,6.2
CCn1nc(C)c(/C=C2\CCCC3=C2OC(N)=C(C#N)C3c2c(C)nn(CC)c2C)c1C (configuration not stated),0.1,-1.0,1.0,34.8,6.8,4.9,9.9,1.2,-98.2
COC(=O)c1cc2c(C)cc3ccc(C)cn3c-2c1C(=O)OC,-3.2,0.6,1.3,8.3,5.7,-2.0,0.9,-0.1,-2.8
Cc1nc2c(oc3ccccc32)c(=O)o1,1.9,0.1,0.2,30.1,1.0,-0.4,3.5,-0.1,-21.9
CCOc1ccc(OCC)c(NC(=O)C2CCN(S(=O)(=O)c3c(C)noc3C)CC2)c1,0.9,-2.3,-1.2,20.8,-6.0,-0.3,4.8,-0.5,-17.4

# Grouped by structure, the entries above with a halogen.
SMILES,S1P4 agonist,PERK inh,TRPN1 ag,EP2 modulator,S1P4 antagonist,Ba/F3 V617F tox,BaF3 parental,TRPML3 ag,m-calpain inh
Cc1c(C#N)c2ccccc2n1CCOc1ccccc1F,0.7,-0.3,1.4,1.6,-8.0,-2.4,4.5,-0.1,26.2
CCn1c(CCNC(=O)c2ccc(OC)cc2)nnc1SCc1ccc(Cl)c(Cl)c1,1.0,-0.5,1.5,-32.5,-2.2,0.8,3.8,0.2,-9.4
O=C(CN1CCCc2ccccc21)NCc1ccccc1Cl,0.6,0.3,-2.3,14.3,-7.0,-0.9,9.0,-1.0,11.1
CCOc1ccccc1/C=N\Nc1cnn(Cc2ccccc2)c(=O)c1Cl,0.8,-0.2,1.7,-19.0,-16.3,0.1,8.1,0.0,-257.8
O=C(N/N=C/c1ccco1)c1cc(-c2ccc(Br)s2)[nH]n1,0.2,-0.9,-0.4,-74.8,-11.3,-0.7,-2.0,-0.3,-13.1
O=C(CCN1C(=O)/C(=C\c2ccccc2Cl)SC1=S)N1CCN(c2ccccc2)CC1,0.9,1.9,0.5,-21.3,-15.1,-3.0,-2.6,0.1,14.7
COc1ccc(C(=O)Nc2cc(OCc3ccccc3)c(Cl)cc2Cl)cc1,-3.6,0.8,0.0,27.8,-14.8,0.9,2.0,0.7,-1.1
